TRPC6 act = mouse TRPC6 channel activators, primary screen, cell-based, HEK293, membrane potential dye | HEK293-TRPC6 membrane potential dye fluorescence; stronger effect = higher value | B-score at 10 µM | actives 0.13% (n = 310,000) | AID 2550, 2010;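 active = B-score of the integrated fluorescence ratio above library mean plus 3 SD, and starting fluorescence ratio within library mean plus 5 SD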;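 note: higher score means more depolarization so channel activation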
Target sequence (Q61143 whole entry, looked up): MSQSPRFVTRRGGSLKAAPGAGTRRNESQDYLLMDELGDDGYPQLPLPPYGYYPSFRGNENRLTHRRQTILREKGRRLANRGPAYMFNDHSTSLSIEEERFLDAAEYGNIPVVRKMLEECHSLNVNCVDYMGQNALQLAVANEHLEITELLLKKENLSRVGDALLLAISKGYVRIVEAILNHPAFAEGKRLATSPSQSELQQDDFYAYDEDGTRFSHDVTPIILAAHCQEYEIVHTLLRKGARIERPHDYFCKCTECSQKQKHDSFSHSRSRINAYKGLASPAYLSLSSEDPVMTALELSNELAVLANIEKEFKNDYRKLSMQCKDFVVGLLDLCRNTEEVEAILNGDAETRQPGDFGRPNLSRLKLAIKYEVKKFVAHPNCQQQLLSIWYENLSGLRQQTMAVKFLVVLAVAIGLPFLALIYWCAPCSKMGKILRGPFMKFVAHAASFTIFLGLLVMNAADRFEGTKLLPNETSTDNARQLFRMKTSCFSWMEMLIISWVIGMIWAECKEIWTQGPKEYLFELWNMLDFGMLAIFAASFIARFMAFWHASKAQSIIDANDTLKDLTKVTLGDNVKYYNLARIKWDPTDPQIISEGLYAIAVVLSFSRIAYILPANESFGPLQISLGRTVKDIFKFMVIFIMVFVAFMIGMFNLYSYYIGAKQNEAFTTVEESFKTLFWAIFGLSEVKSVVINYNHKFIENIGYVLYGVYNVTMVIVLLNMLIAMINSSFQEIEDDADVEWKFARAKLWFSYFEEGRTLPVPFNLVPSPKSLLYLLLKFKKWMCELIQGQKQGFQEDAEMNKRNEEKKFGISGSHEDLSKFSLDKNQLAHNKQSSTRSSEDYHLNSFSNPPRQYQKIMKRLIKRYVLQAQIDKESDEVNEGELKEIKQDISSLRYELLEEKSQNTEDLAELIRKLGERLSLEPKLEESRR
ANO1 activ = TMEM16A chloride channel activators or potentiators, primary screen, cell-based, HTS. HEK293 TMEM16A/YFP-H148Q/I152L, iodide quench fluorescence; stronger effect = lower value. actives 0.3% (n = 340,000). B-score at 10 µM. Anoctamin-1 (Mus musculus), Q8BHY3;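 active = fluorescence-ratio B-score plate-corrected deviation score at least 3 library SD below zero, with starting fluorescence score within 5 deviations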;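 note: channel opened by trigger with iodide after compound preincubation; score built on the fluorescence ratio of max minus min over baseline; more negative score means more quench and so TMEM16A activation or potentiation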
TRPC4 PAM = positive allosteric modulators of TRPC4, primary screen, cell-based, mouse TRPC4beta, HEK293 mu-opioid, Fluo-4 calcium | Short transient receptor potential channel 4 (Mus musculus), Q9QUQ5 | DAMGO EC20, Fluo-4 Ca2+ flux; stronger effect = higher value | B-score at 10 µM | actives 0.42% (n = 310,000) | AID 2227, 2009;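 active = B-score of calcium response area above 5 SD of library B-scores, with initial fluorescence ratio within 5 SD of library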;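 note: B-score of integrated fluorescence ratio over time as area under calcium response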
TRPC4 block = inhibitors of mouse TRPC4 channel, primary screen, Fluo4 calcium, HEK293 TRPC4beta/mu-opioid cells. DAMGO-evoked Fluo4 calcium flux; stronger effect = lower value. AID 2247, 2010. actives 0.39% (n = 300,000). B-score at 10 µM. Short transient receptor potential channel 4 (Mus musculus), Q9QUQ5;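 active = B-score over 3 SD under the library average, no early fluorescence shift, positive overall ratio signal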
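Material: HEK293 cells with stable TRPC4beta plus mu-opioid receptor expression / Probe or stimulus: DAMGO in two steps, submaximal then maximal / Compound: single concentration per test compound / Technique: kinetic Fluo4 fluorescence imaging of calcium influx / Read-out: per-well B score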
SKKanGAS inh = S. pyogenes SKKanGAS growth inhibitors in kanamycin, primary screen, streptokinase expression inhibitor project, SKKanGAS strain, BacTiter-Glo luminescence. 6 h. inhibition, % at 7.5 µM. actives 1.3% (n = 300,000);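 active = mean replicate score, as percent of positive control median, at least 50; inconclusive = mean below 50 but one replicate at or above 50; inactive = mean and every replicate below 50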;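 note: strain carries kanamycin resistance gene driven by streptokinase promoter and grows in 40 µg/ml kanamycin; loss of luminescence reflects streptokinase promoter inhibition or plain growth inhibition; 0% = median of DMSO wells and 100% = positive control at its reference dose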
ANO1 block = TMEM16A chloride channel inhibitors, primary screen, cell-based, HTS | HEK293 TMEM16A/YFP iodide influx fluorescence, ionomycin | normalized B-score (activity score, 25-100; higher = stronger inhibition) at 10 µM | Anoctamin-1 (Mus musculus), Q8BHY3 | actives 1.2% (n = 310,000);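 active = ratio plate-corrected score three or more library SD toward inhibition, starting fluorescence score within five deviations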;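 note: score derived from kinetic fluorescence span divided by baseline fluorescence per well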
MrgX1 ag = agonists of human MrgX1 receptor, primary screen, HEK293 cells, Fluo-4 calcium flux | B-score at 10 µM | AID 588627, 2011 | Fluo-4 calcium fluorescence, agonist mode; stronger effect = higher value | actives 0.44% (n = 310,000) | Mas-related G-protein coupled receptor member X1 (Homo sapiens), Q96LB2;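 active = calcium response B-score plate-corrected fluorescence ratio at least 3 library SD, with starting fluorescence B-score inside 5 SD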
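times = overnight plating, then 30 min 37 °C plus 30 min room-temperature dye loading | assay system = stable human MrgX1 HEK293 cell line | input = fifteen thousand cells per well | signal = kinetic calcium dye fluorescence, Fluo-4 NW | dosing = compound delivered in addition one of three | read-out = B-scored fluorescence response ratio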
MrgX1 allo act = positive allosteric modulators of MrgX1, primary screen, HEK293 cells, Fluo-4 calcium flux; Mas-related G-protein coupled receptor member X1 (Homo sapiens), Q96LB2; FDSS; stronger effect = higher value; B-score at 10 µM; actives 0.63% (n = 310,000);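 active = plate-corrected calcium response at least 3 library SD above typical, normal starting fluorescence, not activating the receptor alone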;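 note: compound read alongside a low EC10 to EC30 dose of BAM8-22 agonist; peak minus trough fluorescence over baseline measured at the second addition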
MrgX1 antagonist = antagonists of human MrgX1 receptor, primary screen, HEK293 cells, Fluo-4 calcium flux | B-score at 10 µM | actives 1.3% (n = 310,000) | Mas-related G-protein coupled receptor member X1 (Homo sapiens), Q96LB2 | BAM8-22 antagonism; stronger effect = lower value | AID 588676, 2011;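 active = calcium-response B-score plate-corrected more than 3 library SD below zero, starting fluorescence within 5 deviations, no agonist response on first addition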;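 note: peak minus trough fluorescence over baseline after final BAM8-22 challenge near maximal dose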
TRPC4 agonist = activators of mouse TRPC4 channel, primary screen, Fluo4 calcium, HEK293 TRPC4beta/mu-opioid cells; Short transient receptor potential channel 4 (Mus musculus), Q9QUQ5; Fluo4 calcium fluorescence; stronger effect = higher value; B-score at 10 µM; actives 0.49% (n = 310,000); AID 2237, 2010;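 active = B-score above 5 SD of library B-scores, and initial fluorescence ratio not above library mean plus 5 SD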;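 note: positive B-score marks a calcium rise read as TRPC4 activation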
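Material: HEK293 stable line with TRPC4beta plus mu-opioid receptor; technique: Fluo4 calcium-sensitive dye fluorescence, kinetic, 1 Hz baseline; timing: Fluo4 dye loading 45 min at room temperature, 110 s recording; controls: assay buffer as low control, maximal DAMGO as high control; read-out: integrated baseline-normalised fluorescence ratio, converted to per-well B score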
TRPC6 inh = mouse TRPC6 channel inhibitors, primary screen, cell-based, HEK293, membrane potential dye; B-score at 10 µM; ACh-evoked depolarization; stronger effect = lower value; actives 1.1% (n = 310,000); AID 2553, 2010; Short transient receptor potential channel 6 (Mus musculus), Q61143;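 active = B-score under library mean minus 3 SD, initial fluorescence not abnormally high, positive integrated signal ratio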;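 note: B-score derived from integrated fluorescence ratio over the kinetic read; more negative B-score means stronger inhibition of depolarization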
The depositor's hits bear a star; i = inactive; ? = inconclusive; . = no result given.

SMILES | TRPC6 act | ANO1 activ | TRPC4 PAM | TRPC4 block | SKKanGAS inh | ANO1 block | MrgX1 ag | MrgX1 allo act | MrgX1 antagonist | TRPC4 agonist | TRPC6 inh
CC(=O)c1ccc(Nc2ccc(-c3ccccc3C)nn2)cc1 | i | i | i | i | 9.0 | i | i | i | i | i | i
O=C(NNc1nc2c(F)cccc2s1)c1ccc(F)cc1 | i | i | i | i | 9.9 | i | i | i | i | i | i
CCC(=O)N1CCN(c2ccc(NC(=O)c3ccc(N4CCOCC4)c([N+](=O)[O-])c3)cc2)CC1 | i | i | i | i | 11.2 | i | i | i | i | i | i
Oc1ccccc1C=NC1CCCCC1N=Cc1ccccc1O (stereo not given) | i | i | i | i | -8.8 | i | i | i | i | i | i
CC(=O)N1c2ccc(S(=O)(=O)N3CCCCC3)cc2CC1C(=O)NCc1ccccc1C (stereo not given) | i | i | i | i | -11.1 | i | i | i | i | i | i
O=C(C[n+]1cc(Br)cc2ccccc21)c1ccccc1 | i | i | i | i | -3.8 | i | i | i | i | i | i
N/C(Cc1cccs1)=N\OC(=O)COc1ccc(Br)cc1 | i | i | i | i | -6.5 | i | i | i | i | i | i
Cc1ccccc1CSCC(=O)NNC(=S)NCC1CCCO1 (stereo not given) | i | i | i | i | 4.5 | i | i | i | i | i | i
CCOC(=O)C1=C(C)NC(C)=C(C(=O)OCC)C1c1ccc(Br)o1 | i | i | i | i | -5.6 | i | i | i | i | i | i
COc1ccc(NC(=O)CS(=O)CC(=O)Nc2ccc(NC(C)=O)cc2)cc1 (stereo not given) | i | i | i | i | 0.0 | i | i | i | i | i | i
Cc1cccc(C)c1NC(=O)CNC(=O)CCC(=O)N1CCOCC1 | i | i | i | i | 3.0 | i | i | i | i | i | i
Clc1ccc(-c2nnc(N3CCOCC3)o2)cc1 | i | i | i | i | 3.6 | i | i | i | i | i | i
Cc1cc(C)n(Cc2ccccc2)c(=O)c1S(=O)(=O)c1ccccc1 | i | i | i | i | -5.6 | i | i | i | i | i | i
CC(=O)Nc1nc2c(ccc3ccccc32)s1 | i | i | i | i | 4.0 | i | i | i | i | i | i
Cc1ccc(C2=NOC(C)(c3nnc(-c4ccncc4)o3)C2)cc1 (stereo not given) | i | i | i | i | 0.0 | i | i | i | i | i | i
Cc1nc(Nc2ccc(C(=O)O)cc2)nc(Nc2ccc(C(=O)O)cc2)c1[N+](=O)[O-] | i | i | i | i | 32.4 | i | i | i | i | i | i
CCOC(=O)N1CCC(NC(=O)CCC(=O)N2CCOc3ccccc32)CC1 | i | i | i | . | -9.1 | i | i | i | i | i | i
CCOC(=O)C1CCN(CC(O)COCc2ccc3c(c2)OCO3)CC1 (stereo not given) | i | i | i | i | 4.3 | i | i | i | i | i | i
Oc1c(N=NC(=S)Nc2ccccc2F)c2ccccc2n1Cc1ccccc1F | i | i | i | i | 79.0* | i | i | i | i | i | i
O=C(NC(Nc1ccccn1)C(Cl)(Cl)Cl)c1ccccc1 (stereo not given) | i | i | i | i | 0.7 | i | i | i | i | i | i
COc1cccc(NC(=O)C(=O)c2cn(CC(=O)N3CCCC3)c3ccccc23)c1 | i | i | i | i | 12.3 | i | i | i | i | i | i
CCn1c2ccccc2c2cc(NC(=O)c3cc(OC)c(OC)c(OC)c3)ccc21 | i | i | i | i | -0.5 | i | i | i | i | i | i
CC1Cc2nc(SCC(=O)NCC3CCCO3)n(-c3ccc(F)cc3)c(=O)c2S1 (stereo not given) | i | i | i | i | -2.7 | i | i | i | i | i | i
CCC(=O)N1CCc2cc(Br)cc(S(=O)(=O)Nc3c(C)n(C)n(-c4ccccc4)c3=O)c21 | i | . | i | i | 0.0 | i | i | i | i | i | i
COc1ccc2sc(N(CCCN(C)C)C(=O)c3ccc(C(=O)c4ccccc4)cc3)nc2c1 | i | i | i | i | -5.2 | i | i | i | i | i | i
FC(F)(F)c1ccc(-c2csc(-c3ccno3)n2)cc1 | i | i | i | i | -7.3 | i | i | i | i | i | i
CC(C)NC(=O)NC(=O)COC(=O)C1(C)CC1(Cl)Cl (stereo not given) | i | i | i | i | 2.5 | i | i | i | i | i | i
CNC(=S)N1CCC(NC(=O)C(Cc2ccc(OC)cc2)NC(C)=O)CC1 (stereo not given) | i | i | i | i | 8.3 | i | i | i | i | i | i
CC(=O)N1CCN(c2ccc(NC(=O)c3cc(Cl)ccc3Cl)cc2)CC1 | i | i | i | i | -3.1 | i | i | i | i | i | i
COC(=O)CCCC1=CC2=C(c3ccccc3)C(=O)C(C)(OC(=O)C3CCCC3)C(=O)C2=CN1Cc1ccc2c(c1)OCO2 (stereo not given) | i | i | i | i | 3.7 | i | i | i | i | i | i
CCOc1ccccc1C(=O)NCc1ccco1 | i | i | i | i | 3.2 | i | i | i | i | i | i
O=c1[nH]nc(SCc2cc(Cl)ccc2Cl)c(=O)[nH]1 | i | i | i | i | 9.6 | i | i | i | i | i | i
CCS(=O)(=O)N1CCCC(C(=O)N2CCc3ccccc3C2)C1 (stereo not given) | i | i | i | i | -1.7 | i | i | i | i | i | i
CCn1cc(S(=O)(=O)CC(=O)Nc2cc(C)on2)c2ccccc21 | i | i | i | i | -6.8 | i | i | i | i | i | i
O=C(CCCC(=O)OCC(=O)c1ccc(Cl)cc1)NC1CCCCC1 | i | i | i | i | -25.4 | i | i | i | i | i | i
COc1ccc(Cl)cc1C(=O)NC1=NCCS1 | i | i | i | i | 1.5 | i | i | i | i | i | i
CC(=O)Nc1ccc(C(=S)NCc2ccco2)cc1 | i | i | i | i | 1.4 | i | i | i | i | i | i
O=C(OCC(=O)N1c2ccccc2Sc2ccccc21)c1ccc[n+]([O-])c1 | . | i | . | . | . | i | i | i | i | . | .
CCC(=O)NC(=S)Nc1cccc(NC(=O)c2ccccc2Cl)c1 | i | i | i | i | 5.7 | i | i | i | i | i | i
COc1cccc(OCCOc2ccc(/C=C3/SC(=S)NC3=O)cc2)c1 | i | i | i | i | 35.8 | i | i | i | i | i | i
COCCn1c(C)cc(C(=O)CSc2nc3nc(C)cc(C)n3n2)c1C | i | i | i | i | 3.4 | i | i | i | i | i | i
Cc1nnc(NC(=O)CN2CCN(Cc3ccccc3Cl)CC2)s1 | i | i | i | i | -1.9 | i | i | i | i | i | i
CN([C@@H](C(=O)OC(C)(C)C)c1ccccc1)S(=O)(=O)c1cccc(S(=O)(=O)N(C)[C@@H](C(=O)OC(C)(C)C)c2ccccc2)c1 | i | i | i | i | -1.5 | i | i | i | i | i | i
O=C(/C=C/c1cccs1)NCc1ccccc1 | i | i | i | i | 3.9 | i | i | i | i | i | i
Cc1ccc(Cl)cc1-n1ncc2c(NNC(=O)c3ccco3)ncnc21 | i | i | i | i | -2.9 | i | i | i | i | i | i
CC(=O)c1cccc(NC(=O)CCNS(=O)(=O)c2cccc3nonc23)c1 | i | i | i | i | -12.9 | i | i | i | i | i | i
Cc1noc(C)c1-c1nnc(-c2ccc(OC(F)(F)F)cc2)o1 | i | i | i | i | ? | i | i | i | i | i | i
O=C(Nc1ccc(Cl)c(Cl)c1)Nc1nnc(-c2ccncc2)s1 | . | i | . | . | . | i | i | i | i | . | .
COc1ccc(Cl)cc1NC(=O)CN(C)C(=O)c1cc2c(s1)CCC(C)C2 (stereo not given) | i | i | i | i | 29.0 | i | i | i | i | i | i
COc1cccc(CCC(=O)N(C)C2CCCN(Cc3ccccc3F)C2)c1 (stereo not given) | i | i | i | i | 3.4 | i | i | i | i | i | i
O=C(O)c1ccc(N/N=C/C=C/c2ccccc2)cc1 | i | i | i | i | 0.8 | i | i | i | i | i | i
CCOc1ncccc1C(=O)NCCN1C(=O)S/C(=C/c2cccs2)C1=O | i | i | i | i | 0.0 | i | i | i | i | i | i
CCCCOC(=O)c1cc(=O)[nH]c(=O)[nH]1 | i | i | i | i | 0.9 | i | i | i | i | i | i
CCOC(CCn1c(SCC(=O)Nc2cc(C)on2)nc2ccccc2c1=O)OCC | i | i | i | i | 5.2 | i | i | i | i | i | i
Nc1nc(Cn2nnc(-c3ccccc3F)n2)nc(N2CCOCC2)n1 | i | i | i | i | -2.6 | i | i | i | i | i | i
COc1cccc(C(=O)NC(=S)Nc2ccc(N3CCCC3)cc2)c1 | i | i | i | i | -8.2 | i | i | i | i | i | i
CC1CCCN(S(=O)(=O)c2ccc(-c3ccc(=O)[nH]n3)o2)C1 (stereo not given) | i | i | i | i | -10.2 | i | i | i | i | i | i
CC1=NN(c2ccc(C)c(C)c2)C(=O)/C1=C/c1ccc2c(c1)n(C)c(=O)n2C | i | i | i | i | 6.9 | i | i | i | i | i | i
Cc1cc(Nc2ccc3c(c2)OCCO3)c2cc(Cl)ccc2n1 | i | i | i | i | -13.8 | i | i | i | i | i | -5.06*
CCN(CC)CCN(Cc1cc2ccc(C)cc2[nH]c1=O)C(=O)NC1CCCCC1 | i | i | i | i | 5.0 | i | i | i | i | i | i
CCn1cc(C(=O)N[C@H](C(=O)O)C(C)C)c(=O)c2cc3c(cc21)OCO3 | i | i | i | i | -0.5 | i | i | i | i | i | i
